# Compound activity from PubChem.
# UBC13 polyUb = UBC13 polyubiquitin chain formation inhibitors, primary screen, biochemical, TR-FRET, uHTS | actives 0.47% (n = 330,000) | inhibition, % at 20 µM | Ubiquitin-conjugating enzyme E2 N (Homo sapiens), P61088 | AID 485273, 2010; in the data active = inhibition above about 45%, passing the limit was not always enough
# Target sequence (P61088 whole entry, looked up): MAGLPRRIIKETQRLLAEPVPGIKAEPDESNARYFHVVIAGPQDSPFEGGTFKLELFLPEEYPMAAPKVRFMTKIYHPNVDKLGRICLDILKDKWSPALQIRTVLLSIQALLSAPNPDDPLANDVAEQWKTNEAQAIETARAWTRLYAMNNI
# 697 NFkB inh = inhibitors of PMA/ionomycin-induced NF-kB reporter, 697 cells, primary screen, B-cell NF-kB inhibitor project, cell-based, luminescence, uHTS; 697 B-cell NF-kB luciferase reporter, 16 h; inhibition, % at 4 µM; AID 435022, 2010; actives 0.33% (n = 330,000); in the data active = inhibition above about 35%
# EBI2 antag = EBI2 receptor antagonists, beta-arrestin recruitment, primary screen, cell-based, luminescence, 7a,25-OHC stimulation, uHTS; G-protein coupled receptor 183 (Homo sapiens), P32249; 7a,25-OHC stimulated; inhibition, % at 5 µM; actives 0.81% (n = 360,000); AID 651636, 2012; in the data active = inhibition above about 38%;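 also: enzyme fragment complementation signal reports receptor beta-arrestin coupling in cells; 0% = agonist plus DMSO wells and 100% = wells without agonist; some results beyond the cut were filed as inactive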
# Jurkat NFkB inh = inhibitors of induced NF-kB luciferase reporter, primary screen, TCR NF-kB activation inhibitor project, cell-based, luminescence, uHTS. Jurkat, PMA/ionomycin-induced NF-kB luciferase reporter. inhibition, % at 4 µM. actives 0.53% (n = 330,000). AID 435003, 2010; in the data active = inhibition above about 50%
# CXCR6 inh = CXCR6 receptor inhibitors, primary screen, cell-based, beta-arrestin, luminescence, CHO-K1 PathHunter, 1536-well | C-X-C chemokine receptor type 6 (Homo sapiens), O00574 | inhibition, % at 20 µM | actives 0.36% (n = 360,000); in the data active = inhibition above about 34%, passing the limit was not always enough;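 also: antagonist mode with CXCL16 agonist at 10 nM final; 0% = 10 nM CXCL16 with DMSO and 100% = unstimulated wells without agonist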
# Target sequence (O00574 whole entry, looked up): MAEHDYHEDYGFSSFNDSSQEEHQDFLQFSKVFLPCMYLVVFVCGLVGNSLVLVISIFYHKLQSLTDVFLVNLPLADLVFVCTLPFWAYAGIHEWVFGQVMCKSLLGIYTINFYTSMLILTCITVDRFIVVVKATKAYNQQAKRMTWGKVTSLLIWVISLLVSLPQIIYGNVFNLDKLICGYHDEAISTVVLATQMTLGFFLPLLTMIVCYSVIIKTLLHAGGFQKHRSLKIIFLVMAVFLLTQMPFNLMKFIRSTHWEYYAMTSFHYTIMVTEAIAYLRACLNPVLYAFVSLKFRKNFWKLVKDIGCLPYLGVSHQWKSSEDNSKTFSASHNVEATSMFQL
# CCR6 antag = CCR6 receptor antagonists, primary screen, cell-based, CHO-K1, luminescence, beta-arrestin, uHTS | C-C chemokine receptor type 6 (Homo sapiens), P51684 | CHO-K1 CCR6 PathHunter beta-arrestin, CCL20-stimulated | inhibition, % at 20 µM | actives 0.49% (n = 340,000) | AID 493098, 2011;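 active = compounds whose inhibition of the agonist-driven luminescence signal at 20 µM reaches about 50%, limit read from the data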;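 also: cells stimulated with CCL20 at 14 nM final; plate controls were DMSO with CCL20 for no effect and DMSO without agonist for full effect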
# Target sequence (P51684 whole entry, looked up): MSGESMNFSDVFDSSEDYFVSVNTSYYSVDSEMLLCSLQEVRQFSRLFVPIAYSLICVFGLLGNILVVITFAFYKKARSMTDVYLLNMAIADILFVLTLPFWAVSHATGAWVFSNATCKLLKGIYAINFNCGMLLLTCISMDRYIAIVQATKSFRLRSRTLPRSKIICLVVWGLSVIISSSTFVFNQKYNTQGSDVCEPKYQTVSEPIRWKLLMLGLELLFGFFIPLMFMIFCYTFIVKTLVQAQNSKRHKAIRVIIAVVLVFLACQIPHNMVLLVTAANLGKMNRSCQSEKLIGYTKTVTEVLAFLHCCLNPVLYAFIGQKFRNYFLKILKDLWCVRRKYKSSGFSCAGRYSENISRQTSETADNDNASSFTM
# APJ antag = antagonists of human apelin receptor APJ, primary screen, CHO-K1 cells, beta-arrestin complementation, luminescence. inhibition, % at 20 µM. actives 0.32% (n = 330,000). AID 2521, 2010. P35414;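 active = inhibition above about 40% at 20 µM, limit read from the data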;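 also: cells challenged with 10 nM apelin-13 agonist together with compound; plate controls were apelin-13 plus DMSO wells for no effect and DMSO wells lacking apelin-13 for full effect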
# Gli-Sufu antag = Gli-Sufu pathway antagonists, primary screen, luciferase luminescence, Sufu-KO-LIGHT cells, uHTS. Sufu-KO-LIGHT fibroblasts, Gli luciferase reporter luminescence. inhibition, % at 5 µM. actives 0.74% (n = 340,000). AID 588413, 2011;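 active = inhibition above about 55%, limit read from the data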;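 also: 0% = DMSO-treated cells and 100% = wells with medium but no cells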
# * hit, by the source's call; . = no result given.
SMILES,UBC13 polyUb,697 NFkB inh,EBI2 antag,Jurkat NFkB inh,CXCR6 inh,CCR6 antag,APJ antag,Gli-Sufu antag
CC(/C=N/NC(=O)c1ccc2nc(C)[nH]c2c1)=C\c1ccccc1,-3,23,-18,7,-6,-1,-16,-7
COC(=O)c1ccc(NC(=O)CCNS(=O)(=O)c2cccc3nonc23)cc1,4,25,-13,8,-10,5,-1,14
CC(C)N(Cc1ccccc1)C(=O)COC(=O)c1cnccn1,4,8,2,9,2,13,9,0
Cc1ccc(C(CNS(=O)(=O)c2ccc(Br)cc2)N2CCN(C)CC2)cc1 (stereo unspecified),10,21,-7,2,-3,1,4,13
O=C(Nc1ccon1)c1nc[nH]c1C(=O)NCc1ccccc1,-5,26,-1,12,-1,5,5,0
CCc1ccc(-n2cc(-c3ccc(F)cc3)[n+]3c2SCCC3)cc1,3,24,-3,39,3,12,-6,86*
Cc1cc(C)c(Cn2c(=O)n(CCCC(=O)NCc3ccco3)c(=O)c3sccc32)c(C)c1,-8,-32,5,-8,10,3,39,15
NNC(=S)Nc1ccc(OC(F)(F)F)cc1,-2,17,3,-4,8,8,9,4
O=C(Cc1cn(Cc2cccc(Cl)c2)c2ccccc12)N1CCCCCC1,-5,0,9,-4,4,18,14,7
Oc1oc(C=Nc2ccc(F)cc2F)c2ccccc12,2,13,-2,-9,4,26,12,5
COc1ccccc1N1CCN(/N=C/c2cccc(OC)c2OC)CC1,-3,21,-5,-18,-7,5,-7,-9
Cc1cc(Br)c(Cl)cc1NC(=O)CN1C(=O)C2C3CC(c4ccccc4)C(C3)C2C1=O (stereo unspecified),-1,21,3,31,-12,-10,55*,2
CC1CCc2cccc3c2N1c1cc(C#N)c(C#N)cc1O3 (stereo unspecified),-11,3,10,4,6,10,0,11
O=C1[C@@H](Oc2ccccc2)[C@@H](c2ccccc2)N1c1ccccc1,.,20,6,.,3,8,.,-9
CCOC(=O)c1c(C)c(C(=O)Nc2ccc(F)cc2)c(C)n1C,3,0,0,2,-3,9,2,-9
O=C(c1ccccc1)N1CCC(O)(c2ccc3c(c2)OCO3)CC1,3,22,-1,-15,11,11,13,-8
COc1ccc(S(=O)(=O)Nc2cc(C(C)C)c(O)cc2C)cc1,8,14,6,3,-5,-2,-15,1
COc1cc(CN(C2CCCCC2)S(=O)(=O)c2ccc(S(=O)(=O)N(C)C3CCCCC3)cc2)cc(OC)c1OC,4,22,11,-6,0,-16,1,8
COc1ccc2[nH]c3c(c2c1)CCN1C(=O)C(CC(=O)NCCC2=CCCCC2)C[C@H](C(=O)N(C(C)C)C(C)C)[C@@]31C (stereo partly specified),.,20,20,.,5,26,.,4
COc1ccccc1NC(=O)CS(=O)(=O)c1cccc2nsnc12,0,10,0,6,-2,2,-6,-2
Cc1cccc(-n2c(Cc3ccccc3)nnc2SCC(=O)N2CCOCC2)c1,-4,-30,-2,5,-7,-4,4,-6
CCN(CC(=O)NCc1cccs1)CC(=O)Nc1cccc(S(N)(=O)=O)c1,-5,14,5,-8,-5,9,-1,-10
O=C1C=C(O)c2[nH]c(=O)ccc2C1=O,.,.,-42,.,-5,11,.,-1
Cc1cccc(C(=O)NCc2nnc(SC(C)C(=O)Nc3nnc(C)s3)n2C)c1 (stereo unspecified),-12,-10,8,0,-3,2,7,-11
Cc1cc(C)nc(SCC(=O)N/N=C/c2cccnc2)n1,-5,7,0,23,0,5,-2,5
Cc1cc(C(=O)O)ccc1-n1c(C)cc(/C=C(/C#N)C(=O)Nc2ccccc2)c1C,-22,11,8,-19,0,6,-40,4
CC(C)(C)S(=O)N1Cc2cc(=O)n(Cc3ccccc3)cc2[C@H]1CCO (stereo partly specified),.,.,-3,.,-5,5,.,-2
CC(C)c1ccc(NC(=S)N2CCN(Cc3ccccc3)CC2)cc1,6,-5,13,-2,-4,14,-1,4
O=C1CC(NS(=O)(=O)c2cccs2)CN1c1ccc(Cl)cc1 (stereo unspecified),-4,-3,-2,-1,-6,10,4,-4
CN(C(=O)COC(=O)c1ccc2ccccc2n1)c1ccccc1,-1,6,-11,-7,6,0,0,3
COC(=O)c1ccccc1NS(=O)(=O)c1ccc(O)c(C(=O)O)c1,6,8,2,-1,-9,8,11,5
COc1ccc(/C=C(\C#N)C(=O)N2CCOCC2)cc1Br,-3,-24,10,15,-3,2,-10,7
O=C(Nc1c(C(=O)N2CCOCC2)cnn1-c1ccccc1)c1ccccc1,-4,9,3,0,-3,3,-13,-1
CN(Cc1ccccc1)c1ncnc2[nH]ncc12,.,.,-5,.,7,9,.,7
C/C(=N\NC(=O)c1ccncc1)c1cccc(NC(=O)c2ccc(C(C)(C)C)cc2)c1,1,-160,-8,-112,-7,-4,-11,-108
Cn1c(N)c(C(=O)COC(=O)Cc2ccsc2)c(=O)n(C)c1=O,-5,-32,-7,-6,7,13,-13,6
CCC1=C(OC(=O)N(CC)CC)N2C(=O)OC(=NCC3CC3)[C@]2(Cc2ccccc2)[C@H]2C1=CC[C@H]1C(=O)N(CC(=O)OC)C(=O)[C@H]12,14,3,.,26,.,7,17,9
CCCCn1c(N)c(N(C(=O)CSc2nnnn2-c2ccccc2C)C2CCCC2)c(=O)[nH]c1=O,5,20,5,6,-1,3,20,-5
Cc1cc(Cl)c2oc(C(=O)N(C)Cc3ccon3)c(C)c2c1,-6,-141,10,-124,1,19,-9,.
Cc1cc(NC(=O)Nc2ccccc2)n(C(C)(C)C)n1,-5,0,-6,-4,-1,-6,-2,-2
Cc1ccc(N2C(=O)N(CC(=O)Nc3ccc([N+](=O)[O-])cc3)C(=O)C2C)cc1 (stereo unspecified),-4,0,-6,7,7,5,8,-3
Cn1c(SCc2nc(-c3ccc(Cl)cc3)no2)nnc1-c1cccs1,-11,-24,10,-4,0,2,-3,-3
O=C(O)C(Cc1c[nH]c2ccccc12)N1C(=O)C2C3c4ccccc4C(c4ccccc43)C2C1=O (stereo unspecified),-17,12,-4,6,-6,9,0,-9
COc1ccccc1NC(=S)NC1CC2CCC1C2 (stereo unspecified),1,6,-25,11,1,5,11,47
NS(=O)(=O)c1ccc(CCNC(=O)CCCNC(=O)c2ccc(Cl)cc2)cc1,2,3,-17,14,-2,5,-11,-9
O=C(COc1ccc(Cl)cc1)OCC(=O)N1CCCCCC1,1,15,-7,4,3,-7,6,-3
CC1=CC(C)(C)N(S(=O)(=O)c2ccc(C)cc2)c2ccc(C)cc21,11,12,18,50,5,26,23,26
CCOc1ccc(CN2C(=O)c3ccccc3C2C(=O)NC(C)CC)cc1OC (stereo unspecified),1,0,-9,2,-2,3,2,14
Cc1nn(-c2nc3ccccc3n2Cc2ccccc2)c2c1C(=O)CC(C)(C)C2,2,1,9,-5,7,22,8,14
O=[N+]([O-])c1cccc(Cn2cnc3c(=S)nc[nH]c32)c1,.,.,1,.,-1,9,.,6
CCOC(=O)C1CCN(S(=O)(=O)c2cccc(-c3cn4cccnc4n3)c2)CC1,9,3,-6,12,8,-23,-18,0
Cn1ccnc1C(=O)c1cc(SCC(=O)NCc2ccccc2)nc2ccccc12,-11,-12,44*,-2,-6,4,-14,0
Cc1ccc(S(=O)(=O)N(C)c2ccc(OC(=O)c3cccs3)cc2)cc1C,4,-2,-3,5,8,15,-25,-5
COc1ccc(C=Nc2cccc3c(=O)[nH][nH]c(=O)c23)c2ccccc12,-4,13,2,2,-13,0,-2,2
CSCCC(NC(N)=O)C(=O)Nc1ccc(F)c(Cl)c1 (stereo unspecified),9,8,4,5,-11,0,4,-9
CCn1ncc([N+](=O)[O-])c1C(=O)Nc1c(C)nn(Cc2ccc(F)cc2)c1C,-5,3,5,2,3,8,16,1
CSCCC(N=C(NS(=O)(=O)c1ccccc1)c1ccccc1)C(=O)O (stereo unspecified),-6,-13,-7,-14,-8,5,8,3
COc1ccc(/C=N\NC(=O)c2cc3c(ccc4ccccc43)o2)cc1O,7,4,10,32,-3,-3,-49,4
CN(CC(=O)Nc1ccccc1Br)C(=O)C1CCN(C(=O)c2ccc(Cl)cc2)CC1,-5,-42,33,8,11,7,-4,3
COc1ccccc1-n1c(Cc2cccs2)n[nH]c1=S,1,4,-7,18,-15,2,9,2

# Compound profiles, from the list above.
# O=C1C=C(O)c2[nH]c(=O)ccc2C1=O is entered as UBC13 polyUb: .; 697 NFkB inh: .; EBI2 antag: -42; Jurkat NFkB inh: .; CXCR6 inh: -5; CCR6 antag: 11; APJ antag: .; Gli-Sufu antag: -1
# CC(/C=N/NC(=O)c1ccc2nc(C)[nH]c2c1)=C\c1ccccc1 is entered as UBC13 polyUb: -3; 697 NFkB inh: 23; EBI2 antag: -18; Jurkat NFkB inh: 7; CXCR6 inh: -6; CCR6 antag: -1; APJ antag: -16; Gli-Sufu antag: -7

# Next section.
SMILES,UBC13 polyUb,697 NFkB inh,EBI2 antag,Jurkat NFkB inh,CXCR6 inh,CCR6 antag,APJ antag,Gli-Sufu antag
Cn1cc(CN2CCc3c([nH]c4ccccc34)C2C2CCCCC2)cn1 (stereo unspecified),2,20,-1,25,3,-6,14,13
COc1cc(NC(=S)N2CCCC(C)C2)c(OC)cc1Cl (stereo unspecified),-24,-29,-12,-14,8,9,9,-3
O=C(c1ccc(Cl)cc1)c1oc2ccccc2c1CS(=O)c1ccc(Cl)cc1 (stereo unspecified),14,-5,52*,8,6,6,14,3
CCN(CC)S(=O)(=O)c1ccc(Cl)c(NC(=O)CCCCl)c1,-1,3,2,-2,-8,-5,-12,5
CCNc1nc(C23CC4CC(CC(C4)C2)C3)cs1,-2,-29,26,-11,-3,21,2,10
Cc1ccc(NC2SC(=O)N(Cc3cccc(C(=O)O)c3)C2=O)c(C)c1 (stereo unspecified),10,-9,-3,-4,-3,-1,2,1
COc1cc(OC)cc(C(=O)Nn2cc(C(=O)Nc3c(F)cccc3F)c3ccccc3c2=O)c1,10,4,-5,0,4,3,2,-9
COc1ccc(-c2nnn(CC(=O)N(Cc3ccccc3Cl)C(C(=O)NCC3CCCO3)c3ccco3)n2)cc1 (stereo unspecified),-13,-19,18,23,12,-4,6,12
CC(=O)N1CCN(c2ccc(NC(=O)c3ccc4c(c3)OCCO4)cc2)CC1,6,22,-10,-14,-6,-2,13,-3
Cc1ccc(-c2csc(NC(=O)CCNC(=O)c3ccccc3Cl)n2)cc1,4,-3,-4,-9,0,-9,2,-8
CCCCCOC(=O)Nc1ccc(S(=O)(=O)Nn2cnnc2)cc1,-6,-7,-11,4,-10,-5,10,0
CCc1ccccc1NC(=O)Nc1cnccn1,5,7,-3,0,-8,-7,24,-4
COc1ccc(C(=O)NC(=S)Nc2ccc3c4c(cccc24)CC3)cc1OC,4,3,4,6,14,-1,5,-5
Cc1cc(SCNC(=O)c2ccccc2)ncn1,0,10,4,11,1,-3,16,4
Cc1cc(NC(=O)CSCC(=O)N(C)Cc2c(F)cccc2Cl)no1,8,-12,-12,-3,7,15,-22,-13
CCCn1c(SCC(=O)c2cc(C)ccc2C)n[nH]c1=O,-6,3,-8,-16,1,-19,-6,3
COc1cc(/C=N/NC(=O)/C(=C\c2ccc([N+](=O)[O-])cc2)NC(=O)c2ccccc2)cc(OC)c1O,-16,12,8,6,0,10,-18,2
C[C@H]1CN([C@@H](C)CO)C(=O)Cc2cc(NC(=O)CCC(F)(F)F)ccc2O[C@H]1CN(C)S(=O)(=O)c1ccc(Cl)cc1,10,-32,-13,-2,-11,6,-1,-40
CCOC(=O)c1c(-c2ccc(C)s2)csc1N,-2,-7,19,-18,-6,26,4,-10
Cn1c(CN2CCOCC2)nnc1SCC(=O)Nc1cccc(C(F)(F)F)c1,3,18,0,11,-8,2,13,3
